Bioassay records: PubChem, National Center for Advancing Translational Sciences (NCATS)
D1 ag: activates the human D1 dopamine receptor | P21728 | HEK293 T-REx D1 cells, calcium flux, agonist mode | activation, % at 2 µM | 1% of 360,000 active | AID 504660; in the data active = activation above about 30%; also: 0% is about no effect
Target sequence (P21728 whole entry, looked up): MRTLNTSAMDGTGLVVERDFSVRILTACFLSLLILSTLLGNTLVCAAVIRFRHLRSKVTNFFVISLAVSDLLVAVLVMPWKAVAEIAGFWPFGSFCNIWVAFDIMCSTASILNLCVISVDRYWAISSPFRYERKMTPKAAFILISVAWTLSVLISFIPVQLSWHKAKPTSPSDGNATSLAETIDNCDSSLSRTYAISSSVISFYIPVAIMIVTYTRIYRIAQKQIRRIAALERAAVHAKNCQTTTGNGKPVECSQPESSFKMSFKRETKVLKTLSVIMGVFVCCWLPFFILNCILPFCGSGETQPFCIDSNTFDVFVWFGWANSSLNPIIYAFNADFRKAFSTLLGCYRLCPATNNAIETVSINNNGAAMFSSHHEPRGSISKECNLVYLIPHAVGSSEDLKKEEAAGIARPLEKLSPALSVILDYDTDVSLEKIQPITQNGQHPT
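Agonism was scored from calcium flux recorded over 180 s (1 read/s) after pintool compound addition, following a 10-cycle baseline. Cells were inducible force-coupled HEK293 TREx D1, plated overnight at 30 C and loaded with no-wash calcium dye.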
Glioma ERSR ind: ER stress response induction in glioma. Potency, µM, for the others: at the top dose activation, most hits filed as activators. 0.02% of 420,000 active. U87-MG GRP78 promoter luciferase reporter, 16 h. AID 602332; also: potency is read from the fitted curve at half-maximal effect; series mostly up to about 76 µM; % of control where 0% means no effect; nearly all actives have a fitted effect of over 35% in size
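Stably transfected U87-MG glioma cells carrying a GRP78-based luciferase sensor; 16 h compound incubation. Luminescence end-point read 10 min after Bright-Glo addition at room temperature.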
Vif-APOBEC3G blk: Vif-A3G binding inhibition | Q9HC16 | HeLa A3G-eYFP + Vif (tagged APOBEC3G with the HIV-1 protein that degrades it), YFP fluorescence, overnight | Potency, µM (titrated, usually from 46.1 µM), without a hit: at the top dose activity, negative = active, hits mostly inhibitors | 0.076% of 410,000 active | AID 602310;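 also: potency is read from the fitted curve at half-maximal effect; % is scaled to controls: 0 for no effect and ±100 for the full control effect; nearly all actives have a fitted effect of over 60% in size; hits raise eYFP signal because A3G escapes Vif-driven loss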
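Read-out is eYFP fluorescence (Ex 488/Em 500-530) from Vif-expressing HeLa A3G-eYFP cells; more signal means A3G escaped Vif-mediated degradation. Cells plated overnight, compound pinned in, incubated overnight at 37 deg C.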
D2 potentiator: positively modulates the human D2 dopamine receptor allosterically | HEK293 T-REx D2, calcium flux, EC20 dopamine potentiation | 0.34% of 340,000 active | AID 485347 | P14416 | potentiation, % at 10 µM;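 active = potentiation over 3 SD above the plate norm, cut at about 30% in these data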; also: 0% is about no effect
Target sequence (P14416 whole entry, looked up): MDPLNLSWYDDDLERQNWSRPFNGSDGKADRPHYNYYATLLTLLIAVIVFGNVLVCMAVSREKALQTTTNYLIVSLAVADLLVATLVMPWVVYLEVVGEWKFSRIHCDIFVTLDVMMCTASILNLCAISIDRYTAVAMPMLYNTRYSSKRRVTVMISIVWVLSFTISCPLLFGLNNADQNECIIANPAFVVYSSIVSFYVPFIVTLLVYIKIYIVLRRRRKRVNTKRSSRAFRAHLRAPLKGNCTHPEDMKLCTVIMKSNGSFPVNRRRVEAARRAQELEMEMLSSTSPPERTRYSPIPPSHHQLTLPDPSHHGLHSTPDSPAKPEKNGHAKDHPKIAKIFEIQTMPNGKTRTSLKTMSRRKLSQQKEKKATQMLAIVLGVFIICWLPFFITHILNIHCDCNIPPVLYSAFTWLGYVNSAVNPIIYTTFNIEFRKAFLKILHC
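Primary screen. Calcium kinetics in induced HEK293 T-REx D2 cells: compound pre-addition 180 s, EC20 dopamine, 180 s more.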
D1 PAM: human D1 dopamine receptor positive modulation. P21728. HEK293 TREx D1 cells, calcium flux, dopamine EC20 potentiation. potentiation, % at 10 µM. 0.036% of 360,000 active. AID 504651; in the data active = potentiation above about 30%; also: 0% is about no effect
LDHA inh: blocks human lactate dehydrogenase A | purified LDHA, NADH/diaphorase-resazurin fluorescence; stronger effect = lower value | P00338 | 0.15% of 480,000 active | activity change, % (values are at about 110 or 230 µM); in the data active = activity change below about -30%; inconclusive = mostly about -25% to -30%;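 also: plate controls were DMSO wells for no effect and wells without enzyme for full effect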
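Human LDH5 (2 nM) was incubated with 0.06 mM NADH and 0.2 mM pyruvate for 5 min at room temperature in Tris pH 7.4. Remaining NADH was coupled through diaphorase/resazurin, and resorufin fluorescence was read at 0 and 20 min.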
D1 antagonist: blocks dopamine activation of the human D1 receptor | activity change, negative = inhibition, % at 10 µM | 3.2% of 360,000 active | AID 504652 | P21728 | HEK293 TREx D1 cells, calcium flux, dopamine EC80; stronger effect = lower value; in the data active = activity change below about -30%; also: % is scaled to controls: 0 for no effect and ±100 for the full control effect
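Tetracycline-induced HEK293 T-REx cells with force-coupled D1 receptor were loaded with a no-wash calcium dye. Compound was added after a 10 s baseline and read kinetically for 180 s; EC80 dopamine was then added and calcium flux followed another 180 s.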
RXFP1 ag: activates the human relaxin receptor RXFP1. Q9HBX9. HEK293T-RXFP1 cAMP TR-FRET, 30 min; response scale: percent of porcine relaxin response, buffer zero. Potency, µM (titrated, usually from 57.5 µM), for inactives: at the top dose activation, usual class: activators. 0.3% of 370,000 active. AID 2676; also: potency is read from the fitted curve at half-maximal effect; % is scaled to controls: 0 for no effect and ±100 for the full control effect; nearly all actives have a fitted effect of over 60% in size; many of its hits are not listed in these tables
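Agonist response is measured as cAMP accumulation in an RXFP1-transfected HEK293T line under PDE4 inhibition. Values are scaled between buffer-only and 29 nM porcine relaxin, and EC50s come from standard Hill equation fits.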
Vif-APOBEC3F blk: inhibitors of Vif-A3F interaction | HeLa A3F-eYFP + Vif (tagged APOBEC3F with the HIV-1 protein that degrades it), YFP fluorescence increase | Potency, µM (series often up to 46.1 µM), for the others: top-dose activity, negative = active | 0.2% of 390,000 active | AID 602313; also: potency is read from the fitted curve at half-maximal effect; % of control where 0% means no effect; nearly all actives have a fitted effect of over 65% in size
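HeLa cells stably expressing Vif plus C-terminally eYFP-tagged A3F were seeded, incubated overnight at 37 deg C, dosed with compound, incubated overnight again at 37 deg C. Yellow fluorescence (Ex 488/Em 500-530) reported blocked Vif-mediated A3F-eYFP degradation.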
* hit, by the source's call; ? = inconclusive; / = no result given; & = joins results of further samples. Unless noted, calls follow the shape of the dose curve; as a rule, active = well fitted curve in the direction sought with a large enough effect; inconclusive = small, poorly fitted or top-dose-only effect, or another doubt; inactive = no such curve, though single readings can be large; an effect the other way counts as inactive or inconclusive. This is a subset; the hit share may differ from the screen's.

SMILES	D1 ag	Glioma ERSR ind	Vif-APOBEC3G blk	D2 potentiator	D1 PAM	LDHA inh	D1 antagonist	RXFP1 ag	Vif-APOBEC3F blk
O=c1c2c(nc3nc(NCc4ccc(Cl)cc4)[nH]n13)CCC2	5	-5%	1%	2	-2	7&-3	-11	0.9%	7%
CCN(CC)c1ccc(NS(=O)(=O)c2ccc3c(c2)CCCN3C(C)=O)c(C)c1	9	-4%	-5%	14	-4	22	-22	-1.1%	1%
Cc1cccc(C)c1NC(=O)CSCC(=O)c1ccc(O)c(O)c1	1	-1%	-1%	11	1	4	3	0.5%	10%
COc1cccc(CN(C)CC(=O)NCc2ccccc2Cl)c1OC	6	3%	-7%	10	-7	3	-23	3.7%	-23%
Cc1ccc(-n2nc3c(N4CCC(C(=O)N5CCCCCC5)CC4)nnc(C)c3c2C)cc1	5	-4%	2%	3	-4	1	7	1.5%	-2%
CCn1cc(CN2CCC(n3nccc3NC(=O)C(OC)c3ccccc3)CC2)cn1 (stereo not given)	/	-2%	0%	/	/	3	/	/	9%
CCOCCCNC(=O)/C(C#N)=C/c1ccc([N+](=O)[O-])o1	4	-17%	?	2	2	36	-21	-4.8%	13µM*
COc1ccc(C)cc1NC(=O)C1CCN(S(=O)(=O)c2cccs2)CC1	2	1%	-2%	/	-5	-7	-4	2.8%	4%
O=C(N/N=C/c1ccco1)C1COc2ccccc2O1 (stereo not given)	5	-1%	-1%	-12	-2	-7	-9	-1.0%	-5%
CCC(O)c1nc2ccccc2n1CCc1ccccc1 (stereo not given)	5	-2%	0%	0	-4	-7	0	0.8%	4%
CCOC(=O)NC(Nc1nnc(C)s1)(C(=O)OCC)C(F)(F)F (stereo not given)	3	-3%	1%	-2	5	2	17	2.0%	1%
Cc1ccc(-n2cc(C(=O)c3ccc(N4CCN(C)CC4)cc3)nn2)cc1Cl	7	-5%	0%	6	-5	-8	-25	0.5%	-4%
Cc1cc(C)n(-c2ccc(C(=O)Nc3ccc(S(=O)(=O)NCc4ccco4)cc3)cc2)n1	9	-12%	-8%	17	-6	-2	-41*	3.2%	-1%
CC(NC(=O)CSc1nc(C2CC2)n(-c2ccccc2)n1)c1ccco1 (stereo not given)	2	-4%	-2%	/	-2	-3	10	0.3%	1%
Cc1ccc(S(=O)(=O)N2CCN(CC(=O)NC(C)c3ccccc3)CC2)cc1 (stereo not given)	1	-5%	0%	-9	-2	-4	7	-0.7%	-21%
O=C1N/C(=N/NC(=O)c2cccc3ccccc23)S/C1=C\c1ccccc1OCc1ccccc1	1	-8%	-1%	-4	-4	-12	-7	3.3%	2%
CC1CCN(CCOc2ccccc2-c2ccccc2)CC1	2	-7%	2%	-15	-6	-23	-18	1.1%	1%
NS(=O)(=O)c1cccc(NC(=O)COC(=O)c2cc([N+](=O)[O-])ccc2N2CCCC2)c1	/	0%	-5%	/	/	-5	/	/	0%
COc1ccc(NC(=O)c2cc(-c3ccncc3)nc3ccccc23)c(OC)c1	/	6%	-7%	/	/	-2	/	/	8%
CCc1ccc(-n2nc(C)c3c(C)cc(=O)n(CC(=O)Nc4ccc(OC)c(OC)c4)c32)cc1	1	-3%	0%	-2	-2	-3	25	0.0%	-1%
CC1(C)CC(=O)C(C=Nc2ccc(C(=O)c3ccccc3)cc2N=CC2=C(O)CC(C)(C)CC2=O)=C(O)C1	86*	-1%	-5%	-7	0	1	-14	0.7%	0%
CCCCNC(=O)Cn1c(=O)cc(C)c2c(C)nn(-c3ccc(CC)cc3)c21	1	-1%	1%	1	-1	-3	6	2.2%	-7%
Cc1nc(C(F)(F)F)c(C(=O)O)cc1-c1nc(-c2ccccc2)cs1	4	-2%	1%	8	2	-7	-6	25%	-3%
CCOc1ccc(C(=O)Nc2ccc(S(=O)(=O)N3C[C@@H]4C[C@@H](C3)c3cccc(=O)n3C4)cc2)cc1	0	-1%	-2%	/	2	-3	/	1.9%	-2%

Complete entries, looked up by structure.
Cc1nc(C(F)(F)F)c(C(=O)O)cc1-c1nc(-c2ccccc2)cs1 reads D1 ag: 4; Glioma ERSR ind: -2%; Vif-APOBEC3G blk: 1%; D2 potentiator: 8; D1 PAM: 2; LDHA inh: -7; D1 antagonist: -6; RXFP1 ag: 25%; Vif-APOBEC3F blk: -3%
Cc1cccc(C)c1NC(=O)CSCC(=O)c1ccc(O)c(O)c1 reads D1 ag: 1; Glioma ERSR ind: -1%; Vif-APOBEC3G blk: -1%; D2 potentiator: 11; D1 PAM: 1; LDHA inh: 4; D1 antagonist: 3; RXFP1 ag: 0.5%; Vif-APOBEC3F blk: 10%

The results go on:
SMILES	D1 ag	Glioma ERSR ind	Vif-APOBEC3G blk	D2 potentiator	D1 PAM	LDHA inh	D1 antagonist	RXFP1 ag	Vif-APOBEC3F blk
Cc1ccc(CNC(=O)/C=C/c2cccs2)cc1	4	4%	1%	-2	-2	0	-6	-1.3%	-3%
CN(Cc1ccon1)Cc1cn(C)nc1-c1ccc2c(c1)OCCO2	0	1%	2%	3	-5	-6	-1	1.4%	-14%
CN(c1nc(-c2ccc(Br)cc2)cs1)C1CCS(=O)(=O)C1 (stereo not given)	12	7%	-12%	2	-8	-2	-13	-2.1%	-3%
Cc1ccc(N2C(=O)C(O)(C(F)(F)F)C3=C2CC(C)(C)CC3=O)cc1 (stereo not given)	2	-4%	2%	/	-4	1	-20	2.3%	0%
Cc1ccc(NC2CCCN(C(=O)c3ccc4[nH]ccc4c3)C2)cc1C (stereo not given)	2	-1%	4%	1	-2	16	-18	-0.6%	5%
COc1ccc(N2C(=O)C(Cc3ccccc3)NC2=S)cc1 (stereo not given)	3	0%	0%	20	1	-2	-7	-3.3%	-1%
COc1ccc(/C=N/N=C2\SCC(=O)N2c2c(C)n(C)n(-c3ccccc3)c2=O)cc1OC	0	-2%	-7%	7	4	4	-5	4.4%	1%
COc1ccccc1N1C(=O)S/C(=C\c2ccc(C)s2)C1=O	3	6%	?	5	-3	-12	11	-0.2%	?
CN(C(=O)C1CCN(c2ncnc3c2nc2n3CCCCC2)CC1)c1ccccc1F	1	-4%	-1%	5	10	-3	7	7.4%	0%
CSCCC1NC(=O)N(CC(=O)Nc2ccc(Cl)c(S(=O)(=O)N3CCOCC3)c2)C1=O (stereo not given)	/	0%	2%	/	/	2	/	/	-19%
CC(C)(C)CC(=O)Nc1cc2c3c(c1)CC(=O)N3CCC2	0	-4%	-1%	-6	-12	1	-25	-0.2%	2%
CCOC(=O)N1Cc2cc3ccccc3nc2C1	/	-6%	9%	/	/	-2	/	/	0%
Cc1ccccc1NC(=O)Cn1nc(-c2ccc(F)cc2)c2cnc3ccccc3c21	3	-3%	1%	5	-6	-6	-37*	4.6%	-5%
CCOc1ccc(C(=O)NCCN2CCCCC2)c(OCC)c1	4	-3%	1%	-20	-4	2	-19	-0.1%	-6%
Cc1ccc2[nH]c(=O)c(CN(Cc3cccs3)Cc3nnnn3Cc3ccccc3)cc2c1	2	-4%	-2%	/	6	3	0	3.9%	-3%
CCC(CC)C(=O)Nc1cc(=O)n(C)c(=O)n1C	2	-6%	-1%	9	-3	0	11	5.5%	3%
CCN(CC)c1nc(N)nc(N(c2ccccc2)c2ccccc2)n1	2	0%	0%	7	-10	-1	-27	-0.8%	-1%
CCC(CO)Oc1cc(NC(=O)c2ccc(Cl)cc2)c2ncn(C(C)C)c2c1 (stereo not given)	/	-4%	-1%	/	/	-9	/	/	2%
COc1ccc(C(C)=O)cc1CN1C(=O)NC2(CCCCCCC2)C1=O	4	-6%	1%	-11	2	-8	-6	-0.2%	-22%
Cc1ccccc1OCCOc1ccc([N+](=O)[O-])cc1/C=N/n1cnnc1	0	-3%	?	-17	-2	-5	-11	-1.9%	-4%
Cc1ccc2cc(/C=C/C(=O)c3ccco3)c(Cl)nc2c1	-2	-4%	-21%	9	0	-1	6	3.5%	5%
COC(=O)c1c(C)oc2c1cc(NS(=O)(=O)c1ccc(C(=O)O)cc1)c1ccccc12	1	0%	-13%	5	-3	11	-2	-0.1%	-7%
CN(C(=O)c1cccc(NC(=O)Cc2cccc(NC(=O)C3CCCN(C(=O)C4CCC4)C3)c2)c1)C1CCC1 (stereo not given)	/	-2%	2%	/	/	2	/	/	7%
COc1cc(C(=O)OCC(=O)N2CCCC2)cc2c1OCCO2	-1	-2%	0%	17	-5	1	10	0.7%	0%
O=C1CC(N2CCC(c3nc4ccccc4o3)CC2)C(=O)N1 (stereo not given)	-1	-3%	1%	0	-2	-2	-3	4.6%	4%
CC(C(=O)NC1CCCc2ccccc21)N1CCN(c2ccc(F)cc2)CC1 (stereo not given)	3	0%	-3%	8	4	0	-1	-0.5%	5%
COc1ccc(/C=C/C(=O)NC(=S)NCC2CCCO2)cc1 (stereo not given)	5	-5%	-7%	-4	-18	-7	-48*	-0.4%	4%
Cc1cccc(/C(N)=N/OC(=O)Cc2ccccc2)c1	5	2%	4%	12	-4	6	-4	0.8%	4%
Cc1cccc(NS(=O)(=O)c2cccs2)n1	6	-2%	-4%	-8	-1	2	-21	1.0%	-2%
Cc1ccc(/C=C/C(=O)Nc2ccc(Cl)cc2Cl)cc1	5	0%	0%	-3	2	-3	-9	0.3%	8%
O=C(CNCC1CCCCC1)Nc1ccc(OC(F)(F)F)cc1	93*	8%	-10%	-3	-3	-13	-42*	-0.7%	11%
O=C(c1ccc(Br)cc1)c1cn[nH]c1-c1ccccc1O	4	4%	1%	-3	-2	-1	-12	0.0%	16%
CCOc1ccc(/C=C/C(=O)c2cc(Br)ccc(=O)c2O)cc1	4	-9%	-17%	13	4	3	15	-0.3%	-3%
Cc1ccc(S(=O)(=O)CCc2nnc(NC(=O)CCl)s2)cc1C	1	?	3%	-5	-5	-19	-5	3.7%	9%
O=C(CN1CCN(S(=O)(=O)c2ccc(F)c(F)c2)CC1)Nc1ccccc1C(=O)NC1CC1	1	-1%	2%	/	-1	-23	-21	2.4%	4%
Clc1ccsc1-c1ccnc(-n2cccc2)n1	6	13%	4%	11	1	-1	12	4.5%	4%
